Screening results deposited in PubChem BioAssay by National Center for Advancing Translational Sciences (NCATS).
D3 ag = agonists of human D3 dopamine receptor | P35462 | D3R DiscoveRx beta-arrestin cells, luminescence, 90 min | max activation, % | 0.58% of 410,000 active; in the data active = max activation above about 30%; note: 0% is about no effect; mostly tested at two doses, the higher about 12 µM
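Agonist-mode cell screen: cells plated at 1500/well and incubated overnight at 37 °C, then exposed to library compounds for 90 min at 37 °C. Detection reagent was added for 30–60 min at room temperature, and luminescence was read.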
Abeta yeast res = A-beta toxicity reversal in yeast | yeast expressing A-beta42, growth rescue, OD600, 48 h; response scale: 0% DMSO, 100% iron-clioquinol control | Potency, µM (doses to about 46.1 µM), for the others: at the highest dose growth rescue, most hits filed as activators | 0.063% of 410,000 active; note: potency is the fitted concentration of half-maximal effect; nearly all actives have a fitted effect of over 55% in size
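Growth rescue measured by 600 nm absorbance after 48 h yeast culture at 30 C with compound. Values normalized between DMSO and an equimolar ferric chloride plus clioquinol control.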
TDP-43 yeast inh = inhibitors of TDP-43 toxicity in yeast. Potency, µM (series often up to 46.1 µM), for the others: at the highest dose growth rescue (activation), hits mostly activators. AID 652104. TDP-43 expressing yeast growth rescue, BacTiter-Glo, 24 h. 1.8% of 410,000 active; note: potency is the fitted concentration of half-maximal effect; % of control where 0% means no effect; nearly all actives have a fitted effect of over 50% in size
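Cell-based yeast growth screen: TDP-43 expression induced in galactose, inoculum OD600=0.02 after raffinose pregrowth to mid-log. Read-out BacTiter-Glo luminescence at 24 hr, 30 deg C; inhibition of toxicity seen as signal increase.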
D3 antag = antagonists of human D3 dopamine receptor; P35462; D3R cells, DiscoveRx beta-arrestin luminescence, antagonist mode; stronger effect = lower value; max response, negative = inhibition, %; 2.5% of 360,000 active; AID 652054; in the data active = max response below about -50%; inconclusive = no clear call, values can overlap the other calls; note: % is set by controls: 0 for no effect and ±100 for the full control effect; mostly tested at two doses, the higher about 12 µM
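Cells plated overnight at 1500 cells/well, then exposed to library compounds with dopamine controls for 90 minutes at 37 degrees C. DiscoveRx reagent added for 30–60 minutes at room temperature; luminescence read, quantitative HTS format.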
aSyn rescue = alpha-synuclein toxicity inhibition in yeast; Yeast expressing alpha-synuclein, growth rescue, BacTiter-Glo, 24 h; Potency, µM (top dose mostly 46.1 µM), without a hit: at the highest dose growth rescue (activation), usual class: activators; 0.14% of 370,000 active; AID 652106; note: potency is the fitted concentration of half-maximal effect; % of control where 0% means no effect; nearly all actives have a fitted effect of over 65% in size
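Readout is rescue of growth in alpha-synuclein-expressing yeast, so inhibitors of toxicity appear as activators. Growth after 24 hr at 30 deg C in galactose medium is quantified by luminescence.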
EPAC2 antag = antagonists of human EPAC2. Q8WZA2. EPAC2 GEF exchange of Rap1B-BODIPY-GDP, fluorescence. Potency, µM (titrated, usually from 114 µM), without a hit: at the highest dose activity, negative = inhibition, actives largely listed as inhibitors. 0.18% of 360,000 active. AID 720708; note: potency is the fitted concentration of half-maximal effect; % is set by controls: 0 for no effect and ±100 for the full control effect; nearly all actives have a fitted effect of over 45% in size; many of its hits are not listed in these tables
Target sequence (Q8WZA2 whole entry, looked up): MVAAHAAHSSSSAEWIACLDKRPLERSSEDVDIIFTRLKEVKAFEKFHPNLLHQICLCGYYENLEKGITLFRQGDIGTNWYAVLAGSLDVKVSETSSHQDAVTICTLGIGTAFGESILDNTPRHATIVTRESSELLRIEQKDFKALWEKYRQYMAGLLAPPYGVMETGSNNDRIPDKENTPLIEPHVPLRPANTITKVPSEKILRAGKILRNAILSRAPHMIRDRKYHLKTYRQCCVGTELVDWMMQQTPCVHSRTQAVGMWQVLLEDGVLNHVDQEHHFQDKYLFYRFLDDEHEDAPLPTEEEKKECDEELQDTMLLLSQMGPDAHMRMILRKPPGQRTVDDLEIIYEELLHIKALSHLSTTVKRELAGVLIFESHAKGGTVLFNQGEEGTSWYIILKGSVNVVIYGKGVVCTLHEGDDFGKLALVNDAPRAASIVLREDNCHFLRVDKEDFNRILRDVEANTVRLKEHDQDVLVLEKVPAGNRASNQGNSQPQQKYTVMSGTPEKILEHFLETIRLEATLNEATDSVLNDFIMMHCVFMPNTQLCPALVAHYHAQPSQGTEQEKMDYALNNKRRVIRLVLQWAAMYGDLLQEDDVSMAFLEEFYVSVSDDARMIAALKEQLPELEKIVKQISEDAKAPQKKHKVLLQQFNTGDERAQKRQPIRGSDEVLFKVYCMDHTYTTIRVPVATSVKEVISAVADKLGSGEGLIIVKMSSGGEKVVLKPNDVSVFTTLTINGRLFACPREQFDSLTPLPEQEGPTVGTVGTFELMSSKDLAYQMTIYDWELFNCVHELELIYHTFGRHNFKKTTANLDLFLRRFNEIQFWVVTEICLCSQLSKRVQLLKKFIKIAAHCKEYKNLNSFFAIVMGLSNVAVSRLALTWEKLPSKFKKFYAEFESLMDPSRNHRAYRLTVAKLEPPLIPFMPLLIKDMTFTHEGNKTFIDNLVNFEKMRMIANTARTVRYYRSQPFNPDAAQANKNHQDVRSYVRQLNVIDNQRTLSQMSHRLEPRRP
EPAC2 agonist = agonists of human EPAC2 (RAPGEF4) | Q8WZA2 | AID 720711 | 0.079% of 360,000 active | Potency, µM (doses to about 154 µM), without a hit: at the top dose activation, usual class: activators | EPAC2 activation, biochemical qHTS; response scale: 100% = 6.5 mM cAMP response; note: potency is the fitted concentration of half-maximal effect; nearly all actives have a fitted effect of over 50% in size
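Setup: EPAC2 100 nM, labeled Rap1B complex 250 nM, free GDP 50 uM. Compound titrations pinned in, brief spin, 5 min room temperature incubation. Kinetic fluorescence read over 30 min, normalized to 6.5 mM cAMP.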
FUS yeast rescue = suppressors of FUS proteinopathy in yeast. 0.24% of 390,000 active. AID 1347120. S. cerevisiae FUS-expressing, growth rescue, OD600, 24 h. Potency, µM (titrated, usually from 76.6 µM), without a hit: at the highest dose growth rescue (activation), most hits filed as activators;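 note: potency is the fitted concentration of half-maximal effect; plate controls were DMSO vehicle for no effect and reference control for full effect; nearly all actives have a fitted effect of over 55% in size; some results filed as inactive show a strong effect at the top dose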
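Yeast FUS proteinopathy model; galactose-induced FUS (2%), starting OD 0.005. Cpds in dilution series, 24hr, 30C, 99% humidity. Abs 600 nm growth. Pos ctrl CP55940 (top 92uM final); neg ctrl DMSO.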
The depositor's hits bear a star; ? = inconclusive; . = not tested or not shown; [ ] = remark or other dose. Unless noted, calls come from the whole dose curve; as a rule, active = well fitted curve in the direction sought with a large enough effect; inconclusive = small, poorly fitted or top-dose-only effect, or another doubt; inactive = no such curve, though single readings can be large; an effect the other way counts as inactive or inconclusive. Only part of the results is shown; rates above refer to the full screens.

canonical_smiles | EPAC2 antag | D3 ag | Abeta yeast res | FUS yeast rescue | aSyn rescue | EPAC2 agonist | D3 antag | TDP-43 yeast inh
CC(=O)Cc1nsc(NC(=O)c2cn(-c3ccccc3)nc2-c2ccc(Br)cc2)n1 | 1% | 1 | 1% | -21% | . | 2% | -12 | -15%
CC(=O)N(c1ccccc1)C(C(=O)c1ccccc1)c1ccccc1 (stereo unspecified) | ? | -5 | 9% | 3% | 9% | 7% | 16 | 11%
O=C(Nc1nnc(SCCN2CCOCC2)s1)C1CC(=O)N(c2ccc(F)cc2)C1 (stereo unspecified) | 2% | -1 | -6% | 33% | -6% | 8% | 4 | -8%
O=c1cc(N2CCOCC2)[nH]c(=O)n1-c1ccc(Cl)cc1 | 1% | -7 | 19% | -8% | 0% | 6% | -22 | 1%
Cn1c(/N=C/c2cc(Cl)ccc2O)nc2ccccc21 | -1% | 3 | 14% | -9% | 1% | -1% | -14 | -6%
Fc1ccc(CSc2ncnc3c2ncn3C2CCCCO2)cc1 (stereo unspecified) | -4% | 1 | -12% | . | -8% | -5% | 7 | ?
C/C(CC(=O)N1CCN(C=O)CC1)=N\NC(=O)c1ccc(Cl)cc1 | 4% | -8 | -11% | 7% | 2% | -5% | -8 | 11%
COc1cccc(-c2cc(NC=O)c3ncc(-c4ccc(F)c(Cl)c4)n3c2)c1 | 8% | -13 | 10% | ? | -6% | 7% | 0 | 27%
C[C@H]1CC[C@]2(O[C@@H](CCO)C[C@@H](O)[C@@H]2O)O1 | 11% | -12 | -15% | -7% | -20% | 6% | 0 | -21%
COc1ccccc1OCC(=O)Nc1oc(-c2ccccc2)c(-c2ccccc2)c1C#N | -9% | 10 | 7% | 26% | 14% | 12% | 68 | 1%
Cc1ccc(F)cc1-c1nc(NCC2CC2)nc2ccsc12 | ? | 3 | 6% | 19% | -2% | 10% | 0 | 20µM*
CCCCn1c(SCC(=O)Nc2cc(C)[nH]n2)nc2ccsc2c1=O | 1% | -3 | -2% | 19% | 9% | 3% | 14 | -13%
O=C(CCCCCn1c(=O)[nH]c2ccccc2c1=O)NCc1ccc(Cl)cc1 | . | -8 | -8% | 2% | . | . | . | 6%
COc1ccc(-c2csc(N3N=C(C)C(C)C3=O)n2)cc1 (stereo unspecified) | -1% | -2 | 18% | 4% | -2% | -13% | 5 | ?
COc1ccccc1N(CC(=O)NCCc1ccccc1)C(=O)CCC(=O)Nc1cc(C)ccn1 | -21% | 3 | 0% | -3% | 1% | 3% | 1 | 23%
N/C(=N\OC(=O)COc1ccc(Br)cc1Cl)c1cccnc1 | 8% | -1 | -1% | . | -8% | 9% | -3 | 0%
NC(=O)c1cccc2ccccc12 | -2% | 12 | 8% | 12% | -4% | 0% | -6 | -5%
Cc1cccc(C)c1NC(=O)CNC(=O)Cc1ccccc1[N+](=O)[O-] | 0% | 2 | 14% | 0% | 1% | 7% | 0 | -15%
CC(CNC(=O)COc1ccccc1)OC(=O)Nc1ccc(Cl)c(Cl)c1 (stereo unspecified) | -22% | -1 | -95%[inhibitor] | . | -57%[inhibitor] | 5% | 0 | ?
C[C@@H](NC(=O)c1[nH]cnc1C(=O)Nc1ccccc1)c1ccccc1 | -2% | 15 | 4% | 35% | -7% | 17% | 6 | 22µM*
CCOC(=O)C1(C)/C(=N/Nc2ccccc2OC)C(=O)C(=O)N1c1ccccc1 (stereo unspecified) | -16% | 3 | -5% | 12% | 14% | 9% | -16 | 0%
CC(=O)N(C)c1ccc(NC(=O)Nc2cccc3ccccc23)cc1 | -8% | -5 | 10% | 8% | -6% | 6% | 2 | 1%
Cc1ccc(NC(=O)N/C=C/c2ccc(Cl)cc2)cc1 | -3% | 3 | -3% | -2% | -7% | -6% | -9 | 21%
Brc1ccc(OCc2ccccc2)c(CNCc2ccncc2)c1 | -8% | -40 | 9% | 26% | 9% | 19% | -62* | -14%
O=C(N/C(=C/c1cccnc1)C(=O)N1CCOCC1)c1ccccc1Cl | 0% | 17 | 1% | 20% | -4% | 9% | 2 | -3%
Cc1c(CC(=O)NCCCCCC(=O)O)c(=O)oc2c(C)c3oc4c(c3cc12)CCCC4 | -10% | 13 | -5% | 3% | 4% | -9% | 22 | 7%
O=C(CCNC(=O)c1ccc([N+](=O)[O-])cc1)NCc1ccccc1 | 0% | 6 | 2% | -12% | -15% | 3% | 3 | -5%
CC(=O)c1ccc(NC(=S)NC(=O)/C=C/c2ccc(F)cc2)cc1 | -9% | 10 | 5% | -11% | -5% | 7% | -11 | -3%
O=C(N/C(=C\c1ccccc1)C(=O)N1CCOCC1)c1ccco1 | 3% | 3 | -9% | 8% | -2% | 2% | 6 | -20%
COc1ccc([C@H]2C[C@H](O)[C@@H](n3cc(-c4ccc(F)cc4)nn3)CN2CC2CCCCC2)cc1 | -27% | 4 | 6% | 39% | 6% | -4% | 3 | 23%
CCOc1ccc(C(NC(C)=O)c2ccc(OC)c(OC)c2)cc1 (stereo unspecified) | -19% | -9 | -8% | 4% | -1% | 6% | -5 | -18%
O=C(NCCCn1ccnc1)c1ccncc1 | -2% | -12 | -4% | 10% | -1% | 9% | -16 | -25%
C=CCC1(CC=C)CCCN1Cc1nc(COc2ccccc2)no1 | -5% | -9 | 9% | 31% | 5% | -6% | -28 | -30%
CCCn1c(N)nc2ccccc21 | 7% | -8 | 4% | -3% | -9% | -2% | 15 | -1%
O=c1nc(SCc2ccccc2Cl)nc(-c2ccc(Cl)cc2)[nH]1 | -2% | 7 | -9% | -14% | 2% | -2% | 14 | 8%
Cc1ccc(N2CCN(C(=O)c3ccccc3F)CC2)c(C)c1 | -27% | 3 | -14% | 7% | -20% | 13% | 9 | ?
O=C(Nc1ccccc1[N+](=O)[O-])c1cc2ccccc2nc1Cl | 14% | 4 | 9% | -20% | -3% | 5% | 8 | -8%
COc1ccc(CCNC(=O)CC2(CC3=NS(=O)(=O)c4ccccc4N3)CCCC2)cc1OC | -10% | -2 | 9% | 26% | 1% | 10% | 5 | 12%
O=C(COc1ccc2c3c(c(=O)oc2c1)CCC3)N1CCN(c2ccc(F)cc2)CC1 | -19% | 4 | 9% | 29% | 8% | -4% | -6 | 32µM*
O=C(c1cnn(-c2cccc(F)c2)c1-n1cccc1)N1CCN(c2ccccc2F)CC1 | . | 13 | -9% | 25% | . | . | . | 11%
Cc1c(CNC(C)CCc2ccccc2)c(C(=O)O)c(C)n1Cc1ccc(F)cc1 (stereo unspecified) | . | 7 | -3% | ? | . | . | . | 16%
CCOc1ccc(NC(=O)CSc2cn[nH]n2)cc1 | 13% | 1 | -14% | 7% | 0% | -3% | 2 | -18%
CC(C)(C)OC(=O)N1CCC(c2c(C(=O)NCCN3CCOCC3)cnn2-c2ccc(F)cc2F)CC1 | . | 4 | -1% | 26% | . | . | . | 0%
COc1cccc(C2CNC3(CCCC(C)C3)c3[nH]c4ccccc4c32)c1OC (stereo unspecified) | -1% | -12 | 0% | -6% | -4% | 17% | -14 | -17%
O=C(Nc1ccccc1)c1nc[nH]c1C(=O)NCCN(CCNC(=O)c1[nH]cnc1C(=O)Nc1ccccc1)CCNC(=O)c1[nH]cnc1C(=O)Nc1ccccc1 | 4% | -19 | 7% | ? | -11% | -5% | 2 | 3%
O=C(NC1CCCC1)C(=O)c1c[nH]c2ccccc12 | -8% | -4 | 2% | -1% | -1% | 9% | -3 | 10%
CNCCCOc1cccc(Oc2ccccc2)c1 | -1% | -16 | -14% | -13% | -2% | -3% | ? | -16%
CCc1ccc(OCC(=O)Nc2cccc3c2CCCC3)cc1 | -9%[57.1 µM] | -3 | -6% | -27% | -2% | 1% | -7 | -9%

As entered above.
Under D3 ag, CC(C)(C)OC(=O)N1CCC(c2c(C(=O)NCCN3CCOCC3)cnn2-c2ccc(F)cc2F)CC1 has the entry 4
Under TDP-43 yeast inh, Cc1c(CNC(C)CCc2ccccc2)c(C(=O)O)c(C)n1Cc1ccc(F)cc1 (stereo unspecified) has the entry 16%

More records.
canonical_smiles | EPAC2 antag | D3 ag | Abeta yeast res | FUS yeast rescue | aSyn rescue | EPAC2 agonist | D3 antag | TDP-43 yeast inh
Cc1ccc(C)c(N2CCN(C(=O)C3CCN(Cc4nc(-c5cccc(Cl)c5)oc4C)CC3)CC2)c1 | . | -7 | -15% | 41% | . | . | . | -11%
CCOC(=O)C1CCN(C(=O)COC(=O)/C=C/c2ccccc2)CC1 | 1% | -3 | 17% | -13% | -6% | 13% | -16 | 6%
C=CCn1c(C(CC)CC)nc2ccccc21 | -25% | 1 | -3% | -14% | 1% | 8% | 2 | -14%
O=C(NCCC(=O)N(Cc1ccco1)Cc1cccs1)c1ccc([N+](=O)[O-])cc1 | -14% | -10 | 5% | 16% | 0% | -2% | -4 | 0%
CC1(C(=O)Nc2cccc3c2CCCC3)CCN1C(=O)c1cccc(F)c1 (stereo unspecified) | -18% | 2 | -12% | 17% | 9% | 10% | 14 | 28µM*
O=C(NCC1CCN(S(=O)(=O)c2ccccc2)CC1)Nc1ccc(F)cc1 | -7% | -1 | -9% | 13% | -3% | 10% | -14 | -7%
COc1ccccc1CNC(=O)c1cc(S(=O)(=O)N2CCCC(C)C2)cn1C (stereo unspecified) | . | 7 | -1% | 43% | . | . | . | 26%
CC1=C(C(=O)O)N2C(=O)C(NC(=O)c3c(F)cccc3F)C2SC1 (stereo unspecified) | 3% | -5 | 12% | -18% | 0% | -6% | 12 | -1%
CCCC(=O)Nc1cc(C)cn(Cc2c(F)cccc2Cl)c1=O | -1% | -7 | -13% | 9% | -9% | 13% | -19 | 4%
CCN(Cc1ccncc1)C(=O)CCc1ccccc1 | 14% | 7 | -11% | 1% | -6% | 0% | 8 | -29%
CCOC(=O)c1c(N2C(=O)Nc3ccccc3N2O)sc2c1CCCCC2 | -6% | 1 | -23% | 6% | 0% | 11% | 5 | -21%
